PHOSPHO1 block = blocks human PHOSPHO1 phosphatase activity. 1.1% of 290,000 active. inhibition, % at 13.3 µM. recombinant PHOSPHO1, absorbance phosphatase assay. AID 1565; in the data active means inhibition above about 60%
GalR3 antagonist = blocks the human galanin receptor 3 | O60755 | HEK293 GalR3-CNG cAMP membrane potential fluorescence; galR3 body fused to GalR1 C-terminus | inhibition, % at 3 µM | 0.44% of 360,000 active | AID 651719;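 active means inhibition above the screen-wide average plus 3 SD, cut at about 13% in these data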;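 further: forskolin and galanin both at EC90 stimulate the cells; cAMP rise reported by CNG channel membrane potential dye signal; 0% = forskolin plus galanin with DMSO and 100% = forskolin alone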
OXTR agonist = human OXTR agonism; 0.32% of 320,000 active; CHO-OTR cells, Fluo-8 calcium fluorescence; normalized: DMSO 0%, oxytocin 100%; activation, % at 3 µM; P30559;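 active means activation above the mean of all tested compounds plus 3 SD, cutoff set per screening run, cut at about 20% in these data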;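 further: peak over basal fluorescence ratio from a 100 s FLIPR kinetic read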
GPR7 antagonist = antagonists of human GPR7 (neuropeptides B/W receptor 1) | P48145 | GPR7-expressing cells, fluorescence antagonist assay | inhibition, % at 4.4 µM | 1.1% of 290,000 active; in the data active means inhibition above about 16%, passing the limit was not always enough;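 further: cells stimulated with the agonist NPW; 0% = agonist with vehicle and 100% = vehicle without agonist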
Target sequence (P48145 whole entry, looked up): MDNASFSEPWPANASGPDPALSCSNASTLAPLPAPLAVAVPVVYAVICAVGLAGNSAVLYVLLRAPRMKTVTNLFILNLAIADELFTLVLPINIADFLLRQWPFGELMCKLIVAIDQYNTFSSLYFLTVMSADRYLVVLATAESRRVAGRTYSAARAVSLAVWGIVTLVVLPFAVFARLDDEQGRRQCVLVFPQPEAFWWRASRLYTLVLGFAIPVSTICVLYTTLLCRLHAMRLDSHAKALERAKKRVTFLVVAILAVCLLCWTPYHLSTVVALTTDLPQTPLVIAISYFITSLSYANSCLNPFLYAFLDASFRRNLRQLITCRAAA
MEKK2 mut-MEK5 = signal of MEK5 binding to mutant human MEKK2 PB1 domain; percent response, % at 10 µM; AID 1530; bead flow cytometry, Alexa488-MEK5 binding to MEKK2 mutant; 0.35% of 290,000 active; in the data active means percent response above about 24%, passing the limit was not always enough; further: inactives centre near 1; some results filed as inactive read as strong as hits; reference of the scale not given here
NALP1 inh = NALP1 inhibition; S. cerevisiae NALP1/ASC/caspase-1 growth, X-gal OD620, 72 h; inhibition, % at 10 µM; 0.61% of 280,000 active; AID 2071; in the data active means inhibition mostly above about 24%, no sharp cut-off; inactive means mostly below about 32%; further: some compounds called inactive have numbers as strong as hits
MEKK2wt PB1 HTS = raises or lowers MEK5 binding to wildtype human MEKK2 PB1 domain; binding response (% of control), % at 10 µM; Q9Y2U5; 1.1% of 290,000 active; bead flow cytometry, Alexa488-MEK5 binding to MEKK2 WT; actives lie on both sides; AID 1531; in the data active means binding response below about 67% or above about 130%
V1aR counter = V1a receptor agonism, counter-screen for OXTR agonists; P37288; CHO-V1R cells, Fluo-8 calcium fluorescence, agonist mode; 0% DMSO, 100% 3 nM vasopressin; activation, % at 3 µM; 0.25% of 320,000 active;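 active means activation above the mean activation of all tested compounds plus 3 SD, per screening run, cut at about 20% in these data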;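 further: signal is peak over basal fluorescence ratio across a 100 second FLIPR read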
MEKK3 PB1 HTS = raises or lowers MEK5 binding to the human MEKK3 PB1 domain | AID 1529 | bead-based flow cytometry, Alexa488-MEK5 binding to MEKK3; actives lie on both sides; 0 = blocked by unlabeled MEK5, 100 = vehicle | 1.4% of 290,000 active | Q99759 | binding response (% of control), % at 10 µM;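 active means binding response more than 3 SD above or below the average of its plate-row segment, actives on both sides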;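 further: Alexa488 bead fluorescence after subtracting the streptavidin-only scavenger bead signal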
Target sequence (Q99759 whole entry, looked up, the tested form may be a part): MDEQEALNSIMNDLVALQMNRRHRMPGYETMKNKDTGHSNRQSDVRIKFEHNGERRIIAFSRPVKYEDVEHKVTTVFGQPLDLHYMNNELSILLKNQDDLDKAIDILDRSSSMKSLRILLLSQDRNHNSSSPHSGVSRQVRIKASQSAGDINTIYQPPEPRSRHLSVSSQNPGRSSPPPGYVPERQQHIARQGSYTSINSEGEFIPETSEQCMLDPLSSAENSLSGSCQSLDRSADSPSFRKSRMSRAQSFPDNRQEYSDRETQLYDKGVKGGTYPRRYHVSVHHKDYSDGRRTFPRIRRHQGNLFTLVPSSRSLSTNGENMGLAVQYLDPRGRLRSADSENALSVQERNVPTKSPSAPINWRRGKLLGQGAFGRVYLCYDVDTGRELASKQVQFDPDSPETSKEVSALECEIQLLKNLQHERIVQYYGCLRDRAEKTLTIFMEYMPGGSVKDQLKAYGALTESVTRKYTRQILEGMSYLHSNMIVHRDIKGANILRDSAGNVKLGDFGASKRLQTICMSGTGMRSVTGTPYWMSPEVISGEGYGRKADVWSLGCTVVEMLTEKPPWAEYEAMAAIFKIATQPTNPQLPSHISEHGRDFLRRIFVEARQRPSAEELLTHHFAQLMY
Active calls of the source: *; . = not tested or not shown; & = joins results of further samples; [ ] = another dose, or the depositor's remark.

SMILES | PHOSPHO1 block | GalR3 antagonist | OXTR agonist | GPR7 antagonist | MEKK2 mut-MEK5 | NALP1 inh | MEKK2wt PB1 HTS | V1aR counter | MEKK3 PB1 HTS
O=C(NN1C(=O)c2ccccc2NC1c1ccc([N+](=O)[O-])o1)c1ccc(Br)cc1 (configuration not stated) | -3 | 7 | -0.5 | -4 | 1 | -5 | 105 | 0.1 | 104
COc1ccc(-c2ccc(CCC(=O)O)n2Cc2ccco2)cc1 | 17 | -2 | -1.2 | 5 | -7 | 10 | 96 | -1.0 | 102
CC(C)(C)OC(=O)N1CCC[C@H]1c1nnc(SCc2cccc(Cl)c2)o1 | 24 | 1 | -3.1 | -5 | -13 | 21 | 92 | -1.1 | 91
CCOC(=O)C(C)Oc1cccc2c(=O)n(CC(=O)Nc3ccc(OCC)cc3)ccc12 (configuration not stated) | -34 | . | 0.2 | 13 | 7 | 24 | 110 | 0.9 | 104
Clc1ccccc1Nc1ncnc2c1nnn2Cc1ccccc1 | -6 | -3 | 0.7 | 34* | 10 | 0 | 113 | 1.8 | 113
CCN(CC)Cc1c(O)ccc2c(=O)c(-c3ccccc3OC)coc12 | 8 | -1 | -0.2 | 0 | 1 | 14 | 104 | 0.7 | 102
Cc1cccc(N(C(=O)c2csnn2)C(C(=O)NCc2ccccc2)c2ccc(C)o2)c1 (configuration not stated) | 35 | -8 | -0.2 | 2 | 4 | 6 | 101 | -0.8 | 99
O=C(/C=C/c1ccc(OCCCF)cc1)NCc1ccc(Cl)c(Cl)c1 | 35 | -5 | 0.5 | -7 | 9 | -15 | 104 | 3.5 | 102
CCc1ccc(/C=C/C(=O)C2C(=O)c3ccccc3C2=O)cc1 | 3 | -1 | 2.1 | 4 | 3 | 5 | 100 | 0.1 | 103
COc1ccc(C(CC(=O)c2ccc(O)cc2)S(=O)(=O)c2ccc(C)cc2)cc1 (configuration not stated) | 50 | -9 | 2.0 | -4 | -18 | 24 | 37*[inhibitor] | 1.2 | 26*[inhibitor]
COc1ccc(-n2c(=S)[nH]c3cc(C(=O)N4CCN(c5ccccc5)CC4)ccc3c2=O)c(OC)c1 | 24 | -9 | 0.7 | -3 | -2 | -5 | 103 | 0.3 | 104
CC(C)C(NC(=O)c1ccc(Cl)cc1)C(=O)NC1=NCCS1 (configuration not stated) | -9 | -2 | -0.4 | -6 | 1 | -3 | 101 | -0.4 | 102
COC(=O)c1c(C)nsc1NC(=O)Oc1ccccc1 | 44 | 0 | 0.9 | -9 | -1 | 1 | 100 | 0.1 | 102
N#Cc1c(N2CCOCC2)nc(-c2ccco2)c2c1CCCC2 | -18 | -6 | 1.2 | 13 | 4 | 28 | 104 | 0.5 | 101
COc1ccc2cc3c(N)nn(C(=O)c4ccc(Cl)c([N+](=O)[O-])c4)c3nc2c1 | -13 | 2 | -0.1 | -1 | -2 | 37 | 89 | 0.7 | 104
Cc1cccc(Oc2nc3ccccn3c(=O)c2/C=C(\C#N)C(=O)NC2CCS(=O)(=O)C2)c1 (configuration not stated) | -6 | -4 | -1.0 | -2 | -4 | 7 | 94 | -0.1 | 94
CCc1ccccc1NC(=O)NC1CCCCC1 | 52 | 0 | -0.3 | 10 | -7 | 5 | 106 | 0.7 | 107
COC(=O)c1c(NC(=O)/C=C/c2ccco2)sc2c1CCC2 | -2 | -4 | -0.1 | 4 | 2 | 32 | 104 | 1.2 | 134*
CCN(CC)C(=O)Cn1cc(C(=O)C(=O)N2CCN(c3ccccc3)CC2)c2ccccc21 | 59 | 3 | -0.2 | 0 | -2 | 18 | 100 | 2.6 | 100
CCOc1ccc(C2C(C#N)=C(N)Oc3nc[nH]c(=O)c32)cc1 (configuration not stated) | 36 | 3 | 0.5 | -7 | -3 | 5 | 95 | 0.7 | 94
CC(C)=CCN1CCN(Cc2cccc3nccnc23)CC1CCO (configuration not stated) | 30 | -2 | 0.8 | -4 | 11 | -7 | 109 | -0.3 | 104
Cc1sc2ncn(CCC(=O)O)c(=O)c2c1C | -8 | 0 | -0.4 | -10 | 7 | -11 | 104 | 0.0 | 102
Cc1ccc2nc(NC(=O)c3ccc4ncsc4c3)sc2c1 | 26 | -4 | 0.4 | -10 | 14 | 49 | 117 | 2.2 | 118
CC(C)c1ccc(C(=O)N2CCN(c3cnn(C)c(=O)c3Cl)CC2)cc1 | 18 | -1 | -2.0 | -6 | -7 | -6 | 94 | -0.2 | 90
Cc1cc(NS(=O)(=O)c2ccc(NC(=O)/C=C/c3ccccc3Cl)cc2)no1 | 8 | 2 | 0.1 | -27 | 3 | 10 | 99 | 1.4 | 99

Molecules shown so far with a thiophene ring, fused or not (two):
SMILES | PHOSPHO1 block | GalR3 antagonist | OXTR agonist | GPR7 antagonist | MEKK2 mut-MEK5 | NALP1 inh | MEKK2wt PB1 HTS | V1aR counter | MEKK3 PB1 HTS
COC(=O)c1c(NC(=O)/C=C/c2ccco2)sc2c1CCC2 | -2 | -4 | -0.1 | 4 | 2 | 32 | 104 | 1.2 | 134*
Cc1sc2ncn(CCC(=O)O)c(=O)c2c1C | -8 | 0 | -0.4 | -10 | 7 | -11 | 104 | 0.0 | 102

Following part
SMILES | PHOSPHO1 block | GalR3 antagonist | OXTR agonist | GPR7 antagonist | MEKK2 mut-MEK5 | NALP1 inh | MEKK2wt PB1 HTS | V1aR counter | MEKK3 PB1 HTS
Cc1nc2nc(C)c(NS(=O)(=O)c3ccc4c(c3)CCCC4)c(=O)n2[nH]1 | 0 | -10 | 0.3 | 3 | -9 | -10 | 91 | 0.7 | 95
O=C(CNC(=O)Cc1ccc(Cl)cc1)NCc1ccco1 | 51 | 0 | 0.1 | -7 | 3 | -8 | 103 | 0.1 | 103
COc1ccc(C(=O)NCCc2c[nH]c3ccccc23)cc1 | 29 | -5 | -0.5 | -3 | 5 | 0 | 104 | 0.3 | 102
Cc1ccc(-c2cc(C(=O)N/N=C/c3ccco3)n[nH]2)s1 | -9 | -1 | 0.1 | 4 | 13 | 15 | 108 | -0.9 | 100
Cc1ccc(NNC(=O)Nc2ccc(Cl)cc2)nn1 | 3 | 3 | 0.0 | -6 | -13 | . | 102 | 0.0 | 96
O=S(=O)(NCc1c(Cl)cccc1Oc1ccccc1)c1ccc(F)cc1 | 42 | 2 | 2.6 | 13 | -7 | 12 | 91 | 1.2 | 96
COc1cccc(CN2CCN(Cc3cccc4c3OCO4)CC2CCO)c1 (configuration not stated) | 16 | -3 | 0.4 | -10 | -6 | -19 | 97 | -0.4 | 97
CCn1c(CCn2ccnc2C)n[nH]c1=S | 0 | -1 | 1.5 | -14 | 0 | 26 | 102 | 0.8 | 101
COc1ccccc1NC(=O)Nc1ccnn1C1CCN(C(=O)c2cscn2)CC1 | 54 | 4 | -0.3 | 11 | 7 | 0 | 97 | 0.7 | 97
CC(=O)O[C@]1(C(C)=O)CC[C@H]2[C@@H]3C[C@H](C)C4=CC(=O)CC[C@]4(C)[C@H]3CC[C@@]21C | -4 | -1&-1 | -3.0&-1.8 | 4 | 2 | 19 | 95 | -1.2&-1.3 | 106
CC1(C)CC(NC(=O)Cc2ccccc2[N+](=O)[O-])CC(C)(C)N1 | -2 | 9 | -0.4 | -7 | 1 | 32 | 108 | 0.5 | 142*
CC(C)c1ccc(N2C(=NC(=O)C3CCCO3)SC3CS(=O)(=O)CC32)cc1 (configuration not stated) | 58 | -7 | 0.3 | -6 | 2 | 1 | 98 | 3.7 | 100
COc1ccc(S(=O)(=O)N(C)CC(=O)NCc2ccco2)cc1OC | 19 | -6 | 0.8 | -9 | -3 | 1 | 97 | 0.4 | 99
O=C(CCNS(=O)(=O)c1ccc(Br)cc1)NCc1ccc2c(c1)OCO2 | 2 | -5 | 1.1 | -11 | -4 | 10 | 97 | 2.2 | 97
O=C(Cc1ccc(F)cc1)OCN1C(=O)c2ccccc2C1=O | 30 | -1 | -0.3 | -7 | 1 | 0 | 103 | 0.9 | 98
O=C(COc1ccccc1[N+](=O)[O-])NNC(=O)Nc1cccc2ccccc12 | 26 | 0 | 0.2 | 15 | -6 | -3 | 99 | 1.0 | 101
Cc1cc(C)n(/N=C/c2cc([N+](=O)[O-])ccc2O)c(=O)c1 | 37 | -10 | 2.4 | -9 | -4 | -1 | 101 | 2.1 | 107
CC/C(=N\NC(=O)c1ccc(N(C)C)cc1)c1ccccc1 | 4 | 5 | -1.9 | -8 | -2 | 18 | 97 | 0.7 | 98
CCCCn1c(=O)[nH]c(=O)c2c1nc(-c1ccc(-c3ccccc3Br)o1)n2CCOC | 26 | 0 | 0.3 | -5 | 2 | 5 | 104 | -0.4 | 104
CC1CCCN(S(=O)(=O)c2ccc(C(=O)Nc3nnc(-c4ccccn4)o3)cc2)C1 (configuration not stated) | 9 | 2 | -1.0 | -4 | -2 | 4 | 106 | 0.4 | 111
CC(C)=C1C2C=CC1C1C(=O)N(c3ccc4c(c3)OCO4)C(=O)C21 (configuration not stated) | -7 | 0 | 3.0 | -7 | 3 | -60 | 100 | 3.0 | 91
O=C(NCc1ccco1)c1ccc(-c2ccccc2Cl)o1 | -3 | 2 | -2.1 | 4 | -2 | 5 | 98 | -0.5 | 101
Cc1ccc(Nc2cc(C)nc3ncnn23)c(C)c1 | 14 | -6 | -1.7 | -8 | 2 | 8 | 106 | -0.5 | 106
Cc1ccc(C(=O)Nc2cccnc2)cc1[N+](=O)[O-] | -5 | -5 | 0.0 | -1 | -8 | -5 | 81 | 0.1 | 97
CC1CCCCN1C(=O)CSCC(=O)Nc1nc(-c2cccs2)cs1 (configuration not stated) | -19 | . | 7.4 | 3 | 6 | 16 | 110 | 7.7 | 104

The list goes on.
SMILES | PHOSPHO1 block | GalR3 antagonist | OXTR agonist | GPR7 antagonist | MEKK2 mut-MEK5 | NALP1 inh | MEKK2wt PB1 HTS | V1aR counter | MEKK3 PB1 HTS
Cc1cc(-c2nnc(SCC(=O)N3C(C)CCCC3C)o2)no1 (configuration not stated) | 1 | 2 | 1.2 | -8 | 3 | 16 | 105 | 1.4 | 107
COC(=O)C1=C(C)N(C)C(=S)NC1c1ccc(Cl)cc1 (configuration not stated) | -5 | -2 | -2.1 | -10 | 2 | 23 | 106 | -0.3 | 83
CC1(C)CC2CC(C)(CN2Cc2cccc([N+](=O)[O-])c2)C1 (configuration not stated) | 3 | -3 | . | -4 | 2 | 19 | 106 | . | 108
CC(C)CNC(=O)NC(=O)COC(=O)c1cccc(NS(=O)(=O)c2ccc(F)c(F)c2)c1 | 14 | -4 | 0.4 | -8 | 1 | . | 109 | 2.4 | 134*
Cn1nc(C(F)(F)F)c2cc(C(=O)Nc3ccc(F)cc3)sc21 | 16 | -2 | -3.0 | -15 | -2 | 14 | 100 | 0.8 | 104
c1ccc(N2CCOCC2)c(Nc2nc3ccccc3n3cnnc23)c1 | -5 | 0 | 0.7 | -7 | 10 | 9 | 112 | 0.3 | 106
CCCCOP(=O)(OCCCC)C1(NS(=O)(=O)c2ccccc2)C=CC(=O)c2ccccc21 (configuration not stated) | 21 | -5 | -2.1 | -6 | . | 5 | . | -0.6 | .
O=C(CN1C(=O)CCC1=O)c1ccc(-c2ccccc2)cc1 | 6 | -4 | 1.6 | -4 | -1 | 30 | 103 | 1.1 | 102
CCOc1ccc(/C=N/Nc2nc(=O)[nH]nc2C)cc1OC | -34 | -4 | -0.6 | -23 | 9 | -7 | 104 | 0.7 | 106
CC(C)(CO)NCc1ccc(Br)cc1 | 13 | -4 | -0.6 | -19 | 5 | 14 | 108 | 0.3 | 102
CC(OC(=O)CCOc1ccccc1)C(=O)Nc1ccc(Cl)cn1 (configuration not stated) | 23 | -1 | -1.0 | 10 | 2 | 3 | 98 | -0.4 | 95

From PubChem BioAssay
